Pol iota inh – DNA polymerase iota (human) inhibition | Q9UNA4 | Pol iota fluorescent replication assay, 10 min | Potency, µM (titrated, usually from 115 µM), inactives show top-dose activity, negative = inhibition, hits mostly inhibitors | hit rate 1% among 390,000 | AID 588590
Target sequence (Q9UNA4 whole entry, looked up): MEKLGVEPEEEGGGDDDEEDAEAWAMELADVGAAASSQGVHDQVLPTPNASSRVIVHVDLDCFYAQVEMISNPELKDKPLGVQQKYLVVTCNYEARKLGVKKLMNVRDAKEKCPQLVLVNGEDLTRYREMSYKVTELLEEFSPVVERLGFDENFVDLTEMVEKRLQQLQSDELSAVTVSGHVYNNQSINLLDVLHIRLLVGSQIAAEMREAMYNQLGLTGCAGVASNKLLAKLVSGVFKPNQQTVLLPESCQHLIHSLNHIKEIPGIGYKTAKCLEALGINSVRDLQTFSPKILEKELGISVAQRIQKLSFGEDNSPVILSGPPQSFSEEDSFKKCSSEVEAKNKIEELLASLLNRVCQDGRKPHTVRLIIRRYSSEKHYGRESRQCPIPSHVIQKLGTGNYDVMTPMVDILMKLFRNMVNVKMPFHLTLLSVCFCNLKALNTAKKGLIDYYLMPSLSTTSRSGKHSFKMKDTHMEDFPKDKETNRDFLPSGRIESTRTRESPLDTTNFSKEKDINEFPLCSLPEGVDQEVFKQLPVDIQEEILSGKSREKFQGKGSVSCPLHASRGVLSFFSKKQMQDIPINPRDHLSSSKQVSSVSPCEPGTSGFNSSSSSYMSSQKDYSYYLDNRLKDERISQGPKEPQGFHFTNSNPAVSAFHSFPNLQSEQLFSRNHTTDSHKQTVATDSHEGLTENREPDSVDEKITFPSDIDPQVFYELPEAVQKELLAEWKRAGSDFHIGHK
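Pol iota at 10 nM preincubated 15 min with compounds at room temperature; reaction started with fluorescent substrate, 50 nM final. Fluorescence read kinetically at 0 and 10 min; buffer-only wells as negative control.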
G9a inh – G9a (human) methyltransferase inhibition; G9a H3K9 monomethylation, AlphaScreen, 2 h; Q96KQ7; Potency, µM (series often up to 102 µM), for inactives: top-dose activity, negative = inhibition, hits mostly inhibitors; hit rate 8.8% among 350,000; note: % is set by controls: 0 for no effect and ±100 for the full control effect; nearly all actives have a fitted effect of over 75% in size
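AlphaScreen detection with an anti-monomethyl H3K9 antibody quantified product after a 2 h room-temperature reaction containing 500 nM biotinylated H3K9 peptide, 20 µM SAM and 20 nM enzyme, which had been preincubated 15 min with compound.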
GLS inh – inhibitors of human glutaminase (GLS) | O94925 | GLS enzymatic activity, qHTS titration | Potency, µM (series often up to 45.5 µM), without a hit: top-dose activity change, negative = inhibition, hits mostly inhibitors | hit rate 0.21% among 410,000; note: % is set by controls: 0 for no effect and ±100 for the full control effect
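Enzyme dispensed in phosphate buffer (45 mM, pH 8.2, 0.02% Tween-20), compounds pinned in, then 1 mM L-glutamine solution and the glutamate oxidase–HRP–Amplex Red mix added; fluorescence read immediately and again after 30 min at room temperature.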
BLM inh – Bloom syndrome helicase (human) inhibition. recombinant BLM DNA unwinding, fluorescence dequenching. P54132. hit rate 0.2% among 350,000. AID 2528. Potency, µM (titrated, usually from 56.1 µM), for inactives: at the highest dose activity change, negative = inhibition, hits mostly inhibitors;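 note: plate controls were vehicle for no effect and no enzyme for full effect; nearly all actives have a fitted effect of over 35% in size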
BAZ2B block – inhibitors of human BAZ2B bromodomain. hit rate 4.4% among 360,000. Q9UIF8. AlphaScreen BAZ2B-H3K14Ac peptide displacement. Potency, µM (series often up to 114 µM), for inactives: at the highest dose activity change, negative = inhibition, actives largely listed as inhibitors; note: % is set by controls: 0 for no effect and ±100 for the full control effect; nearly all actives have a fitted effect of over 60% in size
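In this displacement format the biotinylated H3(5-23) peptide acetylated at Lys14 serves as ligand at 50 nM, with BAZ2B at 50 nM in PBS pH 7.4 containing 0.01% Tween-20. Donor and acceptor beads are 10 ug/mL final.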
Pin1 inh – human Pin1 inhibition | Q13526 | Potency, µM (top dose mostly 115 µM), for inactives: at the highest dose activity, negative = inhibition, actives largely listed as inhibitors | Pin1 FP peptide displacement, HiFluor488, 10 min | hit rate 0.009% among 390,000; active = well fitted inhibition curve with a large enough effect in the polarisation, with a control signal flat, not every such curve was filed as active; inconclusive = small, poorly fitted or top-dose-only effect, or effect the other way, or a change in a side signal; inactive = no such curve, though single readings can be large or run the other way; the % refers to the polarisation; note: % is set by controls: 0 for no effect and ±100 for the full control effect
Target sequence (Q13526 whole entry, looked up): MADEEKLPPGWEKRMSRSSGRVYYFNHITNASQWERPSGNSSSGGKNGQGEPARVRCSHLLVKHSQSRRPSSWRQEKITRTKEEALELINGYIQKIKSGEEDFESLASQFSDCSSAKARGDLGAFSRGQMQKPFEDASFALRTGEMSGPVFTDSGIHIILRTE
PGK inhibitor – T. brucei PGK inhibition | P07378 | hit rate 0.043% among 380,000 | Potency, µM (top dose mostly 57.5 µM), inactives show at the highest dose activity change, negative = inhibition, actives largely listed as inhibitors | PGK/GAPDH coupled, Kinase-Glo luminescence, 60 min; note: % is set by controls: 0 for no effect and ±100 for the full control effect; nearly all actives have a fitted effect of over 60% in size
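Recombinant glycosomal PGK reaction used 1,3-bisphosphoglycerate generated in-well by GAPDH (100nM final) in 100mM TEA pH 7.6, 5mM MgCl2, 0.01% Tween-20. After 60 minutes at room temperature, ATP was read by Kinase-Glo Plus luminescence end-point.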
HP1b binding inh – blocks HP1-beta chromodomain binding to methylated histone tails. P83916. Potency, µM (titrated, usually from 114 µM), for the others: at the top dose activity change, negative = inhibition, hits mostly inhibitors. AlphaScreen HP1-beta / biotin-H3K9me3 peptide binding. AID 540317. hit rate 0.56% among 390,000; note: nearly all actives have a fitted effect of over 70% in size; inactives centre near 23
Target sequence (P83916 whole entry, looked up): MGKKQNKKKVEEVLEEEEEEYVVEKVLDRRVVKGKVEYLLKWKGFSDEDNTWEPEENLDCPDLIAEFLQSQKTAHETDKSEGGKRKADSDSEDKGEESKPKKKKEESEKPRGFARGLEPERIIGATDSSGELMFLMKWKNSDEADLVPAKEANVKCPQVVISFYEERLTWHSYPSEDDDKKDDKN
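HP1-beta protein (50 nM final) preincubated 30 min at room temperature with biotinylated H3(1-18)K9me3 peptide (50 nM) in PBS pH 7.4, 0.01% Tween-20, then compound added for 30 min. AlphaScreen streptavidin donor/nickel chelate acceptor beads (10 ug/mL final), 30 min dark, luminescence read.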
JMJD2A Tudor inh – JMJD2A Tudor domain (human) inhibition; AlphaScreen JMJD2A-Tudor / H3K4me3 peptide binding; AID 504339; Potency, µM (doses to about 114 µM), for the others: at the top dose activity change, negative = inhibition, hits mostly inhibitors; hit rate 4.4% among 390,000; note: % is set by controls: 0 for no effect and ±100 for the full control effect; nearly all actives have a fitted effect of over 50% in size
* = called active by the depositor; i = inactive; u = inconclusive; x = not tested or not shown; [ ] = remark or other dose. Unless noted, calls come from the whole dose curve; as a rule, active = well fitted curve in the direction sought with a large enough effect; inconclusive = small, poorly fitted or top-dose-only effect, or another doubt; inactive = no such curve, though single readings can be large; an effect the other way counts as inactive or inconclusive. Potency is the fitted concentration of half-maximal effect.

Pol iota inh	G9a inh	GLS inh	BLM inh	BAZ2B block	Pin1 inh	PGK inhibitor	HP1b binding inh	JMJD2A Tudor inh	SMILES
u	46.7%[activator]	10.6%	-8.9%	10.9%	15.7%	2.6%	114.8%[activator]	48.6%[activator]	N#Cc1ccccc1NC(=O)CN(Cc1ccccc1)Cc1ccccc1
7.4%	u	0.5%	-9.4%	-1.4%	-3.5%	-0.9%	37.1%	-12.4%	O=C(O)c1ccc(CS(=O)(=O)Cc2ccccc2F)o1
103.8%[activator]	1.0%	-5.8%	-2.0%	-10.3%	0.4%	i	49.9%[activator]	-6.8%[11.4 µM]	CCOC(=O)CSc1nc(C)c(CC)c(C)c1C(N)=O
27.6%	6.9%	6.8%	x	-4.1%	6.1%	7.8%	22.7%	-6.9%	CCC(CC)NC(=O)CN1CCN(S(=O)(=O)c2ccc(Br)s2)CC1
-0.1%	-25.5%[59 µM]	-13.6%	0.6%	-0.1%	-0.8%	4.6%	20.8%	-3.6%	COc1ccc(C)cc1NC(=O)c1ccc(NC(=O)CC2SC(N3CCCC3)=NC2=O)cc1 (stereo not given)
43.5%[activator]	4.8%[59 µM]	1.7%	-2.0%	-11.2%	-7.8%	-0.6%	17.2%	-17.1%	CCOc1cc2sc(N3CCC(C(=O)Nc4ccc(CC)cc4)CC3)nc2cc1Br
32.9%[activator]	19.2%[59 µM]	1.5%	-4.9%	u	3.2%	-1.1%	17.1%	-20.2%	CCn1c(=O)n(-c2ccc3c(c2)OCO3)c2nc(-c3cc(OC)ccc3OC)nc(C(N)=O)c21
13.7%	x	0.4%	x	x	5.4%	6.3%	29.0%	-19.4%	C[C@]12C(=O)N(c3ccc(Cl)cc3)C(=O)N1[C@@H]1c3ccccc3OC[C@@H]1[C@H]2c1ccccc1

The list goes on, starting with the last five of the part before.
Pol iota inh	G9a inh	GLS inh	BLM inh	BAZ2B block	Pin1 inh	PGK inhibitor	HP1b binding inh	JMJD2A Tudor inh	SMILES
27.6%	6.9%	6.8%	x	-4.1%	6.1%	7.8%	22.7%	-6.9%	CCC(CC)NC(=O)CN1CCN(S(=O)(=O)c2ccc(Br)s2)CC1
-0.1%	-25.5%[59 µM]	-13.6%	0.6%	-0.1%	-0.8%	4.6%	20.8%	-3.6%	COc1ccc(C)cc1NC(=O)c1ccc(NC(=O)CC2SC(N3CCCC3)=NC2=O)cc1 (stereo not given)
43.5%[activator]	4.8%[59 µM]	1.7%	-2.0%	-11.2%	-7.8%	-0.6%	17.2%	-17.1%	CCOc1cc2sc(N3CCC(C(=O)Nc4ccc(CC)cc4)CC3)nc2cc1Br
32.9%[activator]	19.2%[59 µM]	1.5%	-4.9%	u	3.2%	-1.1%	17.1%	-20.2%	CCn1c(=O)n(-c2ccc3c(c2)OCO3)c2nc(-c3cc(OC)ccc3OC)nc(C(N)=O)c21
13.7%	x	0.4%	x	x	5.4%	6.3%	29.0%	-19.4%	C[C@]12C(=O)N(c3ccc(Cl)cc3)C(=O)N1[C@@H]1c3ccccc3OC[C@@H]1[C@H]2c1ccccc1
-6.4%	x	-1.3%	-2.7%	-10.5%	28.9%	-5.4%	31.1%	-16.2%	CC(C)c1ccc(NC(=O)c2ccc(NC3=NC4CS(=O)(=O)CC4S3)cc2)cc1 (stereo not given)
19.3%	x	57.6%[activator]	x	x	11.8%	-0.5%	-2.2%	u	CC(OC(=O)c1cccc(N(C)C)c1)C(=O)N1CCc2ccccc2C1 (stereo not given)
14.6%	4.0%[12.7 µM]	0.9%	-2.5%	5.0%	-10.0%	-1.6%	48.1%[activator]	-19.0%	CCCn1nc2cc(C(=O)NC3CCCc4ccccc43)ccc2c1OCC (stereo not given)
61.8%[activator]	-29.8%	-1.4%	-5.4%	-15.3%	-0.7%	6.9%	34.3%	-9.9%	CCOC(=O)C1(Cc2ccc(Cl)cc2)CCN(C(=O)c2ccoc2)CC1
-7.3%	44.7µM*	12.6%	-2.3%	u	-4.7%	-7.3%	15.1%	u	CCOC(=O)c1cnn2c(N)c(C#N)cnc12
4.3%	-0.8%	-2.2%	-1.5%	-11.0%	-0.4%	-4.1%	42.3%[activator]	-2.9%	COc1ccc(OC)c(NC(=O)CSc2ccc(-c3cccnc3)nn2)c1
3.6%	13.6%	-4.8%	-2.1%	0.7%	-3.3%	-5.9%	15.8%	-5.4%	Cc1csc(Sc2nc3c(c(=O)[nH]c(=O)n3C)n2CCCc2ccccc2)n1
u	10µM*	-17.8%	-17.9%	u	17.8%	-1.3%	u	u	Cc1ccc(-c2nn(-c3ccccc3)cc2C2SCC(=O)N2Cc2ccccc2)o1 (stereo not given)
112.3%[activator]	18.3%	0.6%	-1.0%	-6.4%	2.1%	-7.8%	21.3%	-22.1%	COc1ccc(CCNC(=O)CCCOc2ccc(Cl)cc2)cc1OC
7.5%	12.2%[59 µM]	-1.0%	-10.4%	-0.5%	4.8%	-6.6%	u	15.9%	CNC(=S)N1N=C(c2ccc(C)cc2)CC1c1ccc(Cl)cc1 (stereo not given)
-0.2%	-14.6%[59 µM]	-10.7%	-7.6%	4.5%	-4.6%	-3.0%	41.4%[activator]	-11.0%[57.1 µM]	O=C(Nc1ccc(Cl)c([N+](=O)[O-])c1)c1ccncc1
u	u	21.4%	-5.8%	-2.3%	1.2%	-2.9%	45.7%[activator]	-20.2%[57.1 µM]	COc1ccc(S(=O)(=O)Nc2ccc(S(=O)(=O)N(C)C)cc2)cc1[N+](=O)[O-]
-7.8%	14.7%[0.501 µM]	19.9%	-2.8%	-55.9%	-0.7%	-8.3%	-5.5%	u	COc1cc(C2C(C#N)=C(N)Oc3n[nH]c(-c4ccncc4)c32)cc(OC)c1OC (stereo not given)
u	11.2µM*	u	u	7.94µM*	u	u	u	28.2µM*	N#C/C(=C/c1ccc(O)c(O)c1)c1nc2ccccc2[nH]1
9.6%	4.5%[59 µM]	-3.1%	1.9%	2.7%	-5.6%	2.8%	31.5%	-12.9%	COc1ccccc1-c1nnc2sc(-c3cc4ccccc4o3)nn12
u	6.8%[12.7 µM]	-5.5%	x	u	u	-2.3%	-11.1%	u	Cc1ccc(/C=C/C(=O)OCC(=O)NC(=O)NCc2ccco2)cc1
4.3%	1.6%[59 µM]	-2.9%	-2.6%	-2.0%	6.0%	-2.8%	18.3%	1.7%	CCCCCOc1ccc(C2c3c(oc4ccccc4c3=O)C(=O)N2c2nc(C)c(C)s2)cc1OCC (stereo not given)
-17.8%	4.0%	18.9%	1.7%	-16.2%	0.6%	1.7%	17.6%	-23.1%	CCCCc1nc(SCC(=O)N2CCOCC2)c2c(=O)n(C)c(=O)n(C)c2n1
u	11.2µM*	8.8%	1.5%	-31.5%	u	i	28.2%	-18.7%	O=C1NC(=S)N/C1=C/c1cc([N+](=O)[O-])ccc1O
-18.1%	16.5%[59 µM]	15.1%	x	2.3%	-6.8%	-1.1%	19.6%	-9.1%	CC(C(=O)OCC(=O)N1CCN(c2ccccc2)CC1)N1C(=O)c2ccccc2C1=O (stereo not given)
21.1%	-30.2%	3.3%	x	-3.2%	8.3%	2.9%	14.3%	2.8%	COC(OC)C1Nc2ccccc2C(=O)N1c1ccc(F)cc1 (stereo not given)
33.8%[activator]	u	6.4%	-0.2%	2.0%	-3.9%	i	11.6%[57 µM]	-14.1%	COc1ccc(N2CCN(S(=O)(=O)CCNC(=O)C(c3ccccc3)c3ccccc3)CC2)cc1
-16.9%	-2.9%[59 µM]	6.3%	-5.2%	-16.3%	0.6%	5.8%[11.5 µM]	14.1%	-23.2%	COc1ccc(CNC(=O)C(c2ccncc2)N(C(=O)Cc2cccs2)c2ccc(C)cc2)cc1 (stereo not given)
u	u	0.5%	-3.5%	-7.6%	31.2%[activator]	-7.4%	12.4%	-25.3%	O=C(/C=C/c1ccc2ccccc2n1)N1CCN(S(=O)(=O)c2ccc(F)cc2)CC1
3.4%	-17.9%	-3.5%	-4.3%	-12.1%	-7.3%	1.3%	25.9%	-2.9%	O=C(Nc1ccc(S(=O)(=O)NCc2ccccc2)cc1)C1CCCCC1
u	23.8%[59 µM]	18.4%	1.3%	-2.6%	0.4%	8.6%	42.6%[activator]	10.3%	CCc1ccc(CNC(=O)c2cnc3c(C)cccn3c2=O)cc1
25.3%	-20.0%	-1.5%	24.7%	-15.9%	-6.5%	-10.7%	42.2%[activator]	-2.8%	CCOc1ccc(-n2c(-c3ccc(Cl)cc3)c[n+]3c2SCC3)cc1
25.0%	4.9%[59 µM]	-7.8%	-3.0%	2.9%	-1.4%	i	40.0%[activator]	-8.1%	CCc1cccc(C)c1NS(=O)(=O)c1cc(-c2cc(C)no2)ccc1C
u	-19.8%	3.2%	-1.8%	0.9%	3.2%	0.5%	10.2%	-15.3%	O=C1Nc2ccc(S(=O)(=O)NCC3CCCO3)c3cccc1c23 (stereo not given)
11.8%	3.2%[59 µM]	-0.7%	1.3%	-2.8%	0.4%	-9.9%	7.4%	-11.6%	CC(=O)c1ccc(N2CCN(c3ncnc4c3nc3n4CCCC3)CC2)cc1
14.5%	u	0.3%	-5.3%	u	11.3%	-22.1%	-11.1%	79.4µM*	COc1ccc(C(=O)c2ccc(CC#N)s2)cc1
10.3%	-4.3%[59 µM]	-12.3%	0.8%	-16.8%	-0.5%	-6.1%	-7.8%	-7.1%	Cc1cccc(NC(=O)CSc2nc(=O)n(CCN3CCOCC3)c3c2CCC3)c1C
-11.9%	-13.1%[2.33 µM]	-7.8%	-1.7%	8.4%	-0.6%	x	57.3%[activator]	-9.1%	C[C@@H]1CCC2[C@](C)(CO)[C@@H](O)CC[C@]2(C)[C@@]12CC[C@@](CO)(CC(=O)O)O2 (stereo not given in full)
u	x	23.5%	x	x	u	-21.4%	u	56.2µM*	CC[C@H](C)/C=C/C1=CC2=C(Cl)C(=O)[C@@]3(C)OC(=O)C(C(=O)[C@H](C)[C@@H](C)O)=C3C2=CO1
-6.0%	-9.2%	13.5%	0.1%	-14.9%	-1.5%	0.5%	24.6%	-2.1%	CCOC(=O)c1c(Cl)c(C)nn1-c1nc(OC)cc(OC)n1

Screens (PubChem)

This is a subset, so the mix of outcomes need not match the whole.
